Bioassay records (PubChem BioAssay)
bovine MsrA act: bovine methionine sulfoxide reductase A activation | activation, % at 10.6 µM | purified bovine MsrA, absorbance read-out | actives 0.3% (n = 360,000) | AID 602163; in the data active = activation above about 7.5%;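 note: 0% = vehicle and 100% = reference activator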
MsrA inhibitor: inhibits bovine methionine sulfoxide reductase A; purified bovine MsrA, absorbance read-out; inhibition, % at 15.5 µM; actives 0.75% (n = 360,000); AID 651718; in the data active = inhibition above about 4.5%;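 note: 0% = vehicle wells with enzyme and 100% = reference inhibitor wells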
FAS-TE inh: blocks the thioesterase domain of human fatty acid synthase; P49327; recombinant FAS-TE, OMFH fluorogenic substrate, fluorescence endpoint; inhibition, % at 15 µM; actives 0.67% (n = 360,000); AID 602261;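 active = compounds whose normalised, plate-corrected inhibition of enzyme fluorescence in the single-dose primary screen is 50% or more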;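 note: 0% = DMSO with enzyme and 100% = substrate without enzyme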
NRP1-CendR mod: modulators of CendR peptide binding to human neuropilin-1; O14786; FAM-RPARPAR peptide binding to NRP-1, fluorescence polarization; inhibition, % at 25 µM; actives 0.85% (n = 360,000);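 active = inhibition or corrected inhibition above about 18%, plus a signal ratio from 0.5 to 1.5, limit read from the data, passing the limit was not always enough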; note: strong numbers were not always called active
MLLE-PAM2 inh: inhibitors of microRNA-mediated deadenylation, human PABP1 MLLE binding; P11940; GST-MLLE / FITC-PAM2 fluorescence polarization; actives 0.36% (n = 360,000); inhibition, % at 20 µM; AID 588489; in the data active = inhibition above about 35%, passing the limit was not always enough;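 note: plate controls were DMSO wells with GST-MLLE for no effect and wells lacking GST-MLLE protein for full effect; some results filed as inactive read as strong as hits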
Tb MetRS inh: blocks T. brucei methionyl-tRNA synthetase activity; actives 0.4% (n = 360,000); inhibition, % at 11.9 µM; purified T. brucei MetRS, ATP depletion, Kinase-Glo luminescence;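 active = inhibition above a per-plate cutoff of the control wells' mean inhibition plus 3 SD, cut at about 5.5% in these data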;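 note: 0% = DMSO wells median and 100% = median of wells with control inhibitor compound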
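Material – parasite MetRS enzyme · Medium – HEPES-MgCl2-KCl buffer plus DTT, spermine, BSA, pyrophosphatase · Reagent – ATP, methionine and E. coli bulk tRNA substrates · Times – 15 min enzyme-compound preincubation, 2 h reaction, 10 min detection, 25 °C · Measured by – luminescence of leftover ATP · Evaluation – percent inhibition relative to median high and low control wells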
MT1-MMP act inh: inhibitors of human MT1-MMP activation. P50281. HT1080 RFP-PRO-GFP cells, GFP/RFP ratio fluorescence, overnight; percent of plate control window, DMSO zero. GFP/RFP ratio change, % at 20 µM. actives 0.061% (n = 360,000). AID 651647;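 active = GFP/RFP ratio change of at least 30% with cell ATP level not reduced by more than half and red fluorescence within 50% of control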; note: strong numbers were not always called active
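Material: RFP-PRO-GFP reporter HT1080 cells. Dosing: single-point 20 µM compound, 1% DMSO. Controls: DMSO and RFP-L50D-GFP cell wells. Timing: cells overnight before dosing, compound overnight, 37 °C, 5% CO2. Measure: GFP/RFP fluorescence ratio.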
eLon inh: E. coli protease La inhibition; P0A9M0; inhibition, % at 7.94 µM; actives 0.42% (n = 360,000); AID 602123; purified E. coli Lon protease, fluorescence polarization; in the data active = inhibition above about 13%, passing the limit was not always enough;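 note: 0% = enzyme with probe and DMSO and 100% = no enzyme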
Target sequence (P0A9M0 whole entry, looked up): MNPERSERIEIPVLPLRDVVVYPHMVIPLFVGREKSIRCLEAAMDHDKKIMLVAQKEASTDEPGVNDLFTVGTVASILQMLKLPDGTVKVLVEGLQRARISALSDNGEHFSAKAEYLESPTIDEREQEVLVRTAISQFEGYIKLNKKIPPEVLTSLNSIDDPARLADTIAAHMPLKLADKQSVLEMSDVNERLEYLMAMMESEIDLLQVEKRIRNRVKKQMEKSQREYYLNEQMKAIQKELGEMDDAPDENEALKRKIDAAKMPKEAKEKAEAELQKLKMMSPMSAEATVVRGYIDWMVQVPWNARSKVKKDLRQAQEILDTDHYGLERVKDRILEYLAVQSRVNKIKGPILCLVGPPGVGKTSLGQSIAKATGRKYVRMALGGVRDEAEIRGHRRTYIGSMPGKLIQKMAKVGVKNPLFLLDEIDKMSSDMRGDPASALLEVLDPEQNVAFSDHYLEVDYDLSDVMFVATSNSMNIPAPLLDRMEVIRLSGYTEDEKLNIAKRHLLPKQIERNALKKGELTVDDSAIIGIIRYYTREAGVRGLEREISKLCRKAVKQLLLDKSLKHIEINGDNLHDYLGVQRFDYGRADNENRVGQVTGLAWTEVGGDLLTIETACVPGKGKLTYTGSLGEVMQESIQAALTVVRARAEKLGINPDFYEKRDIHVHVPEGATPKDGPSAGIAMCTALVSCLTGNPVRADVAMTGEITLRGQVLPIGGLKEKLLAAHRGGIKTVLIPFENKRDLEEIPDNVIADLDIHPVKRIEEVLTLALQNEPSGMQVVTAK
SKN-1 inh: blocks SKN-1 activity in C. elegans. actives 0.49% (n = 360,000). inhibition, % at 21.8 µM. C. elegans VP596 Pgst-4::GFP/RFP ratio, acrylamide-induced, 24 h;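 active = interference check ratio from 0.5 to 1.5 plus GFP to RFP signal ratio inhibition reaching or exceeding a fixed threshold, cut at about 30% in these data, passing the limit was not always enough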; note: some compounds called inactive have numbers as strong as hits
Starred values were filed as active, the others as inactive; . = no result given; + = active, no number.

SMILES	bovine MsrA act	MsrA inhibitor	FAS-TE inh	NRP1-CendR mod	MLLE-PAM2 inh	Tb MetRS inh	MT1-MMP act inh	eLon inh	SKN-1 inh
COc1ccc(NC(=O)/C(Cl)=C(/Cl)S(=O)Cc2ccc(Cl)cc2)cn1 (stereo not drawn)	-3	1.6	62*	6	-27	-0.3	-26	1	0
O=C(CCN1CCc2ccccc2C(O)(c2ccccc2)C1)c1ccc2c(c1)OCCO2 (stereo not drawn)	-11	0.7	7	-3	22	-0.3	-2	-1	7
Cc1c(C(=O)N2CCN(C3CCS(=O)(=O)C3)CC2)oc2ccc(Cl)cc12 (stereo not drawn)	-3	-1.1	-5	-12	-4	0.2	8	4	-14
CC(=O)Nc1cccc(NC(=O)CCn2cnc3cc(C)c(C)cc32)c1	-3	-0.3	-4	1	-11	-0.3	2	1	7
O=C1c2cccnc2C(=O)N1Cc1ccc(S(=O)(=O)NCc2ccco2)s1	-3	-0.7	-1	-12	-1	0.1	1	-2	20
COc1ccccc1Nc1nc(NCC2CCCO2)c2ccccc2n1 (stereo not drawn)	-1	-2.0	4	2	11	0.7	3	1	14
Cc1nn(-c2ccccc2)c(Cl)c1C(=O)NCc1cccs1	-4	-1.1	-8	-8	-16	-0.3	0	-7	14
COc1cc(C(=S)N2CCOCC2)cc(OC)c1OC(=O)c1ccc([N+](=O)[O-])cc1[N+](=O)[O-]	-2	0.8	8	2	12	-2.3	4	5	-2
COc1ccccc1N1CCN(CC(=O)NCC2CCCO2)CC1 (stereo not drawn)	-12	-0.4	-6	5	0	-0.7	1	-9	-18
O=C(N(c1ccccn1)c1ccccn1)C12CC3CC(CC(C3)C1)C2	-1	-0.3	-1	16	13	-0.1	1	4	2
Cc1ccc(S(=O)(=O)N2C[C@H]3N(C(=O)OC(C)C)N(C(=O)OC(C)C)C[C@H](OC(=O)NCc4ccco4)[C@@]3(O)C2)cc1	-2	0.9	0	-5	-4	-2.1	1	-2	1
COc1ccc(N(C(C)C(=O)NC2CCCCCC2)S(C)(=O)=O)cc1 (stereo not drawn)	0	-0.8	-7	2	10	-1.6	3	0	-11
O=C(Nc1nnc(-c2ccncc2)s1)Nc1ccccc1F	-8	-1.2	2	-9	3	0.6	-7	3	14
O=C(Nc1cc(S(=O)(=O)N2CCOCC2)ccc1N1CCOCC1)c1cc(=O)[nH]c2ccccc12	-3	1.3	-5	3	0	1.0	0	-7	3
COC(=O)C1=CN(C(C)c2ccccc2)C=C(C(=O)OC)C1c1cc(OC)c(OC)c(OC)c1 (stereo not drawn)	-3	0.6	8	12	-1	-1.1	-3	8	-4
CCNS(=O)(=O)c1ccc(CCC(=O)N2CCN(c3cc(Cl)ccc3C)CC2)cc1	-4	-0.9	3	4	14	-0.2	-1	-2	4
CCCc1cc(=O)n2[nH]c(SCc3ccccc3)nc2n1	3	-0.3	-6	-2	-1	0.6	4	1	12
COc1ccc(-c2cc(C(F)(F)F)nc(SCC(=O)NCCN3CCOCC3)n2)cc1OC	1	4.0	-5	31*	-3	-0.1	-1	4	15
C=CCNC(=O)C1CC1(c1cccc(C)c1)c1cccc(C)c1 (stereo not drawn)	-5	0.6	0	9	-4	-0.5	7	2	-4
Cc1ccccc1N(CC(N)=O)S(C)(=O)=O	0	0.9	-6	5	5	0.9	4	-6	-41
COc1ccc(CC(=O)OCC(=O)Nc2ccc3[nH]c(=O)[nH]c3c2)cc1	-2	1.0	-8	1	-23	-0.1	3	-8	-9
Cc1cccc(C(=O)O/N=C2\CCS(=O)(=O)c3sccc32)c1	-6	1.8	-4	2	-14	-0.5	-3	-12	-3
Nc1cc(N)nc(SCc2cccc(F)c2)n1	0	-0.9	-4	-1	-2	-0.3	2	14	8
COCCSc1nnc(NC(=O)C2CCN(C(=O)c3ccco3)CC2)s1	-1	-0.7	-6	2	-1	-0.9	0	-3	4
CSCCC(NC(=O)COc1ccccc1)C(=O)NCCOc1ccccc1 (stereo not drawn)	-1	-0.2	3	-1	-7	-0.3	0	6	-8
Cc1ccc(S(=O)(=O)Nc2cc(C(=O)NCCN(C)C)ccc2N2CCCC2)cc1	-6	0.4	-4	-4	-2	-0.2	1	8	0
CC(C)C(=O)N1CCN(c2ccccc2NC(=O)Cc2ccc(Cl)cc2)CC1	1	0.9	6	-10	-1	-0.2	4	3	2
CCOc1ccccc1N1CCN(C(=O)C2CSC3(C)CCC(=O)N23)CC1 (stereo not drawn)	-5	1.1	-1	13	3	-0.5	4	-2	-12
CC(=O)Nc1cccc(-c2ccnc3c2CC(C)(C(=O)NCCC(F)(F)F)O3)c1 (stereo not drawn)	0	-0.8	-1	-5	8	-0.2	-6	-10	1
CCOc1cc(/C=C/C(=O)NCCc2ccc(S(N)(=O)=O)cc2)ccc1OCC(C)C	-7	0.4	2	6	-1	-0.6	0	-8	-3
CCCCCCCCNC(=O)/C(C#N)=C/c1ccc(SC)cc1	-3	0.6	9	3	14	0.6	-4	2	7
Cc1cc(/C=N/NC(N)=S)c(O)c(/C=N/NC(N)=S)c1	1	1.6	-145	-15	112	0.2	-122	+	-7
CNC(=O)/C=C/c1cc(C(=O)c2ccc(Cl)cc2Cl)cn1C	-4	3.0	-5	-10	4	3.1	2	-5	3
Cc1ccc2c(c1)c1c3n2CCN(C(=O)CCl)C3CCC1 (stereo not drawn)	-3	-0.2	12	-2	-5	0.1	-2	7	2
COc1ccccc1/C=C(\NC(=O)c1ccc(OC)c(OC)c1)C(=O)Nc1cccc([N+](=O)[O-])c1	-2	-1.0	88*	-6	5	-0.3	1	-3	14
O=C(Nc1nnc(-c2ccco2)o1)c1ccc(N2C(=O)CCC2=O)cc1	-4	2.3	-6	-5	3	-0.8	3	-4	-11
COc1ccccc1N(CC(=O)Nc1ccc2c(c1)OCCO2)S(=O)(=O)c1ccc(C)cc1	-2	0.5	22	2	15	-0.5	-1	-5	43
COc1ccc(F)cc1S(=O)(=O)Nc1cc2c3c(c1)CC(=O)N3CCC2	-5	1.8	-6	-3	26	-0.3	10	1	4
Cc1cc(/C=N/NC(=O)c2cccc(F)c2)c(C)n1-c1ccccc1	-1	0.3	10	7	-55	-0.2	2	-3	10
CSc1nc2ccc(NC(=O)COc3ccccc3F)cc2s1	-12	-0.3	11	1	-12	0.2	12	1	-5
Cc1ccc(NC(=O)COC(=O)CC2CCCC2)cc1Cl	-2	.	30	-10	-4	-0.3	-8	-6	2
O=C(N/N=C/c1ccc(Br)s1)c1ccccc1[N+](=O)[O-]	1	3.3	9	11	12	-0.4	3	5	-5
CCCCCC(=O)Nc1ccc(S(=O)(=O)Nc2nccc(C)n2)cc1	-3	-0.6	-2	6	0	-1.0	0	-1	15
CN(Cc1ccccc1)C(=O)c1cnc(Cc2c[nH]c3ccccc23)c(I)c1	-2	0.2	15	-14	-44	0.2	0	-2	8
COc1ccc(C(=O)C(C)OC(=O)CNC(=O)C2CCCCC2)cc1 (stereo not drawn)	-2	-0.2	-8	3	-15	0.6	-3	-9	-6
Cn1nc(C(=O)N2CCc3ccccc32)c2ccccc2c1=O	-1	1.9	-12	4	8	-0.6	-1	-3	5
CC(Oc1cc2oc(=O)c3c(c2cc1Cl)CCCC3)C(=O)NCc1ccccn1 (stereo not drawn)	-2	0.8	5	0	-4	-0.3	-1	2	2
CCCS(=O)(=O)c1c(S(=O)(=O)CCC)c2c(C)cccn2c1C(N)=O	-2	0.1	-5	-1	13	-0.1	9	0	5
CN1CCN(CC(=O)N2c3ccccc3Sc3ccccc32)CC1	-2	0.6	-2	5	3	-0.4	0	4	5
CC1CCCCN1CCCNC(=O)c1ccc(N2CCCC2=O)cc1 (stereo not drawn)	0	-0.3	-3	4	6	0.6	-3	-6	-13
Cn1nc(-c2ccccc2)c(CO)c1Oc1ccc(F)cc1	-5	-0.9	-3	-12	0	-1.7	2	-8	4
CCOC(=O)c1cc(-c2ccccc2)sc1N	-3	0.2	12	-10	19	-0.9	-1	-4	1
O=c1[nH]c2ccccc2n1CCC1CCCCC1	-8	.	6	22	3	-0.5	4	-4	10
Cc1cc(NC(=O)/C=C/c2ccccc2)c(C(C)C)cc1O	-3	1.1	0	-10	1	0.0	-4	-7	-14
COc1cccc(/C=C2\Oc3cc(OCC(=O)N4CCC[C@H]4C(=O)O)ccc3C2=O)c1	-3	5.7*	-2	-29	2	0.3	5	-9	-2
NNC(=O)CN1C(=O)Nc2ccc(Br)cc2C1c1ccccc1 (stereo not drawn)	2	1.1	-4	3	-19	-0.3	1	-3	5
COc1cc(/C=C/C(=O)O)ccc1OS(=O)(=O)c1c(C)cc(C)cc1C	-4	-0.1	-1	0	-2	0.1	-3	-3	7
CN(CC(=O)Nc1ccc(F)cc1)C(=O)CCc1nc2ccccc2c(=O)[nH]1	0	-0.5	-7	-29	4	-0.2	2	4	-4
CCCN1CCN(CCCNC(=O)C2CCN(c3nnc(-n4c(C)ccc4C)s3)CC2)CC1	-1	0.0	-3	-4	8	-0.5	-5	-16	24
Clc1ccccc1Nc1c2c(nc3ncnn13)CCC2	-1	-0.4	-6	-2	3	0.3	8	10	12

Shown as a markdown table: three of the compounds above.
| canonical_smiles | bovine MsrA act | MsrA inhibitor | FAS-TE inh | NRP1-CendR mod | MLLE-PAM2 inh | Tb MetRS inh | MT1-MMP act inh | eLon inh | SKN-1 inh |
| --- | --- | --- | --- | --- | --- | --- | --- | --- | --- |
| CC1CCCCN1CCCNC(=O)c1ccc(N2CCCC2=O)cc1 (stereo not drawn) | 0 | -0.3 | -3 | 4 | 6 | 0.6 | -3 | -6 | -13 |
| Cn1nc(-c2ccccc2)c(CO)c1Oc1ccc(F)cc1 | -5 | -0.9 | -3 | -12 | 0 | -1.7 | 2 | -8 | 4 |
| CCOC(=O)c1cc(-c2ccccc2)sc1N | -3 | 0.2 | 12 | -10 | 19 | -0.9 | -1 | -4 | 1 |

Among those listed so far, 5 have a furan ring, fused or not:
SMILES	bovine MsrA act	MsrA inhibitor	FAS-TE inh	NRP1-CendR mod	MLLE-PAM2 inh	Tb MetRS inh	MT1-MMP act inh	eLon inh	SKN-1 inh
Cc1c(C(=O)N2CCN(C3CCS(=O)(=O)C3)CC2)oc2ccc(Cl)cc12 (stereo not drawn)	-3	-1.1	-5	-12	-4	0.2	8	4	-14
O=C1c2cccnc2C(=O)N1Cc1ccc(S(=O)(=O)NCc2ccco2)s1	-3	-0.7	-1	-12	-1	0.1	1	-2	20
Cc1ccc(S(=O)(=O)N2C[C@H]3N(C(=O)OC(C)C)N(C(=O)OC(C)C)C[C@H](OC(=O)NCc4ccco4)[C@@]3(O)C2)cc1	-2	0.9	0	-5	-4	-2.1	1	-2	1
COCCSc1nnc(NC(=O)C2CCN(C(=O)c3ccco3)CC2)s1	-1	-0.7	-6	2	-1	-0.9	0	-3	4
O=C(Nc1nnc(-c2ccco2)o1)c1ccc(N2C(=O)CCC2=O)cc1	-4	2.3	-6	-5	3	-0.8	3	-4	-11
